# Efflux pump mplx: inhibitors of Candida efflux pumps in yeast, primary screen, S. cerevisiae, Nile Red, multiplex; 330,000 compounds, 0.44% hits; inhibition, % at 10 µM; S. cerevisiae Candida pump triplex;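 active means plate passing quality check with inhibition over a set limit, or well fluorescence over plate mean plus 4 SD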;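 further: Nile Red retained in pooled yeast measured as flow cytometry median fluorescence; 0% = buffer negative control and 100% = Enniatin B positive control; higher means more Nile Red kept so more efflux inhibition; some compounds called inactive have numbers as strong as hits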
# MEX-5 binding: MEX-5 zinc finger RNA-binding disruptors – biochemical, C. elegans, fluorescence polarization, MLPCN library, primary screen | AID 1832, 2009 | activity score (negative = inhibition of binding), % at 10 µM | 300,000 compounds, 0.38% hits | MEX-5/FITC-TCR2 RNA binding; active compounds read low | Zinc finger protein mex-5 (Caenorhabditis elegans), Q9XUB2;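 active means inhibition past about -25% in most replicates, and total fluorescence under double the plate's negative control median, limit read from the data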;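 further: 0% = DMSO and -100% = 5 µM competing unlabeled TCR2 RNA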
# VLA-4 inh: inhibition in human VLA-4 binding assay, primary screen, VLA-4 allosteric modulator project, MLPCN library, flow cytometry, VLA-4 expressing cells | inhibition, % (about 7 µM as worked out from the volumes in the protocol) | Integrin alpha-4 (Homo sapiens), P13612 | ligand binding flow cytometry | AID 2557, 2010 | 330,000 compounds, 0.2% hits; in the data active means inhibition above about 50%
# Target sequence (P13612 whole entry, looked up): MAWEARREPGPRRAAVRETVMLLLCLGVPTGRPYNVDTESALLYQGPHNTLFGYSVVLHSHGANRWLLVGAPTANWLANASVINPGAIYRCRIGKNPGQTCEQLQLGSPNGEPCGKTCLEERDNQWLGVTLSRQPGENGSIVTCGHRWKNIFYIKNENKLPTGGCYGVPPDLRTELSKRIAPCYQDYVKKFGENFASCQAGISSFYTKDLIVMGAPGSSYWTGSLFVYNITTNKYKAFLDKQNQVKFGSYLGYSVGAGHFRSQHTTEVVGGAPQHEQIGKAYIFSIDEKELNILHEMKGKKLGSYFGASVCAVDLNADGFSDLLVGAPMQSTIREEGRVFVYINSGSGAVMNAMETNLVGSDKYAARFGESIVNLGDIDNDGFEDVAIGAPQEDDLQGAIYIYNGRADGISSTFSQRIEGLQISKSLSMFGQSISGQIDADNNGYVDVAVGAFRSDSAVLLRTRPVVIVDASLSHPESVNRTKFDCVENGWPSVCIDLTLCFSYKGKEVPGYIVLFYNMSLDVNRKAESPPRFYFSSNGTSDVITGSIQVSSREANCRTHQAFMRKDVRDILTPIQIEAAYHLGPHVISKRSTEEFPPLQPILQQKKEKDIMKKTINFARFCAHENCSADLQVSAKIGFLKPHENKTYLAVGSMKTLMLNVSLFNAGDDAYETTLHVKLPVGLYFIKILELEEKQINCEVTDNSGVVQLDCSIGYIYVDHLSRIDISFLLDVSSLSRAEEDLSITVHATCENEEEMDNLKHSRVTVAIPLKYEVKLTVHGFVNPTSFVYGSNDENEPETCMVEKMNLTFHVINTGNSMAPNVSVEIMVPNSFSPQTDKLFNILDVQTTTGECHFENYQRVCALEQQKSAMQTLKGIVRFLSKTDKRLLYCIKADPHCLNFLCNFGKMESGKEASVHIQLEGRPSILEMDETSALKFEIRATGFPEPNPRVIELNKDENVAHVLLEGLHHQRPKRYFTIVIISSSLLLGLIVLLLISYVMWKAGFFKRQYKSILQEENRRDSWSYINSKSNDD
# Fam108B inh: mouse Fam108B serine hydrolase inhibitors, primary screen, counter-screen for RBBP9 inhibitor project, biochemical, fluorescence polarization; inhibition, % at 9.51 µM; recombinant Fam108B, FP-Rh probe fluorescence polarization; 300,000 compounds, 0.33% hits; AID 1947, 2009;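 active means inhibition above the screen mean inhibition plus 3 SD, computed separately per campaign, cut at about 18% in these data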;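 further: inhibitors lower polarization as less probe binds the enzyme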
# PME-1 primary: PME-1 inhibitors via competitive probe labeling, primary screen, biochemical, fluorescence polarization, FP-Rh probe, HTS | 320,000 compounds, 0.53% hits | recombinant PME-1 | AID 2130, 2009 | inhibition, % at 5.9 µM | Protein phosphatase methylesterase 1 (Homo sapiens), Q9Y570;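 active means inhibition above the campaign mean of all compounds plus 3 SD, cut at about 26% in these data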;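 further: competitive labeling of PME-1 active site by serine hydrolase directed probe; 0% = PME-1 with DMSO and 100% = wells lacking PME-1 enzyme; inhibitors block probe labeling so polarization falls and inhibition rises; many of its hits are not listed in these tables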
# BCLXL inh: inhibitors of human Bcl-xL, primary screen, biochemical, fluorescence polarization, HTS; 320,000 compounds, 0.7% hits; GST-Bcl-xL / FITC-Bim BH3 peptide fluorescence polarization; inhibition, % at 10.9 µM;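 active means inhibition above the mean of all tested compounds plus 3 SD, cutoff set per campaign, cut at about 30% in these data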;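 further: 0% = DMSO wells and 100% = unlabeled Bim-BH3 peptide competitor; inhibitors lower millipolarization by displacing the labeled peptide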
# GRK2 aptamer HTS: compounds blocking aptamer binding on GRK2 – biochemical, human GRK2, bead flow cytometry, HTS, primary screen | Beta-adrenergic receptor kinase 1 (Homo sapiens), P25098 | FAM-aptamer displacement from GRK2 | inhibition of aptamer binding, % at 10 µM | 330,000 compounds, 0.59% hits | AID 488847, 2010;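 active means inhibition of aptamer binding above 40%, roughly 3 SD of noise, on plates passing a quality check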;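 further: median bead fluorescence of bound FAM aptamer so fluorescent compounds give negative values; no value below 0 was filed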
# MCL1-BIM inh: inhibitors of MCL1 binding to BIM-BH3, primary screen, biochemical, fluorescence polarization; inhibition, % at 10.9 µM; GST-MCL1 / FITC-Bim-BH3 fluorescence polarization; 320,000 compounds, 0.68% hits; Induced myeloid leukemia cell differentiation protein Mcl-1 (Homo sapiens), Q07820; AID 2057, 2009;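 active means inhibition above the mean inhibition of all tested compounds plus 3 SD, set per campaign, cut at about 40% in these data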;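 further: 0% = DMSO wells and 100% = unlabeled Bim-BH3 peptide control; higher means more loss of mP so more displacement of Bim peptide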
# GLD-1 RNA inh: GLD-1/TGE RNA complex disruptors, primary screen, biochemical, fluorescence polarization; 320,000 compounds, 0.44% hits; inhibition, % at 5.96 µM; purified GLD-1 + fluorescein TGE RNA; AID 2280, 2010; Female germline-specific tumor suppressor gld-1 (Caenorhabditis elegans), Q17339;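 active means percent inhibition above a per-plate cutoff, the plate mean of test compounds plus 3 SD, cut at about 30% in these data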;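 further: 0% = DMSO wells with GLD-1 and probe and 100% = wells lacking GLD-1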
# Numbers without * were called inactive; / = not tested or not shown. These rows are one share of the data; count on the stated rates, not on these rows.
no.	structure	Efflux pump mplx	MEX-5 binding	VLA-4 inh	Fam108B inh	PME-1 primary
1	CSc1nnc2n(-c3ccc(C)cc3)c(=O)c3c4c(sc3n12)COC(C(C)C)C4 (stereo not given)	0.1	0.1	5	-2	-1
2	COc1ccc(CNC(=O)CC2(CC(=O)O)CCCCC2)cc1	0.1	1.2	-10	7	-4
3	Cc1cc(NC(=O)Cn2nc([N+](=O)[O-])c(Br)c2C)no1	-0.2	-0.4	2	-1	4
4	CC(C)NC(=O)CCNC(=O)c1ccc(F)cc1	0.3	1.4	0	-4	-2
5	O=S(=O)(ON(c1ccccc1)S(=O)(=O)c1ccccc1)c1ccccc1	-0.3	0.1	12	1	12
6	O=C(NCC1CCCCC1)c1ccc(=O)[nH]c1	-0.2	-1.6	-2	0	1
7	Cc1ccsc1C1CC(=O)OC2=C1C(=O)CC(C)(C)C2 (stereo not given)	-0.1	0.8	17	-2	1
8	CC(C)CC(=O)NC(=S)Nc1ccc(NC(=O)c2cccs2)cc1	-0.1	2.0	-3	-4	-3
9	Cc1c(C(=O)N2CCCC2)oc2c1-c1nn(CC(=O)NCCCN3CCCCC3C)cc1CC2 (stereo not given)	0.0	-3.8	4	1	-8
10	COCc1cc(=O)[nH]c(-c2ccccc2OC(F)(F)F)n1	-0.1	0.0	19	1	5
11	O=C(NCC1CCCO1)c1cccs1 (stereo not given)	-0.3	-1.2	-7	1	1
12	CCCn1c(O)c(N=NC(=O)c2cccnc2)c2cc(Br)ccc21	0.0	3.1	4	1	3
13	Cc1ccc(OCC(=O)Nc2ccc(N3CCN(S(C)(=O)=O)CC3)cc2)cc1	0.1	1.8	2	1	-1
14	CCc1ccc(N(CC(=O)NC2CCCC2)C(=O)CCC(=O)Nc2ccccn2)cc1	0.5	-0.3	10	0	-1
15	CCOc1cc(C(=O)N/N=C/c2ccsc2)cc(OCC)c1OCC	0.7	0.7	1	5	-1

no.	BCLXL inh	GRK2 aptamer HTS	MCL1-BIM inh	GLD-1 RNA inh
1	-3	2	-2	6
2	4	2	0	2
3	5	2	-1	0
4	1	0	4	7
5	-1	3	2	-1
6	1	1	-7	3
7	-2	0	0	-7
8	5	0	10	5
9	12	0	14	1
10	3	1	4	9
11	5	0	3	-17
12	-1	0	-4	2
13	8	4	8	-2
14	5	0	3	4
15	1	0	8	8

# Following part
no.	structure	Efflux pump mplx	MEX-5 binding	VLA-4 inh	Fam108B inh	PME-1 primary
16	O=C(Nc1cccc(S(=O)(=O)N2CCCC2)c1)c1cccc(S(=O)(=O)N2CCOCC2)c1	-0.3	/	-11	/	-7
17	O=C(CCc1ccccc1)NNC(=S)Nc1ccc(F)cc1	0.1	3.3	13	-2	1
18	CN(C)CCn1c2c(c(SCC(=O)Nc3ccccc3)nc1=O)CCCC2	0.0	1.4	16	1	-1
19	O=C(Nc1ccc(N2CCOCC2)cc1)c1ccc([N+](=O)[O-])cc1	-0.1	1.9	-12	-4	0
20	Cc1cc(OCC(=O)NC2CC2)c2c(C)cc(=O)oc2c1	0.1	0.6	5	4	3
21	Cc1cc(C)c2c(=O)n(CC(=O)Nc3ccc(Cl)cc3)sc2n1	0.0	-0.8	1	1	7
22	CC(=O)C1=C(O)C(=O)N(Cc2cccnc2)C1c1ccccc1 (stereo not given)	-0.2	-2.0	15	-1	-2
23	Nc1nc2ccc(N3CCOCC3)cc2s1	0.0	/	-9	0	-6
24	CC(=O)Nc1ccc(N2C(=O)CC(N3CCSCC3)C2=O)cc1 (stereo not given)	0.0	-3.2	-7	-4	6
25	Cc1ccnc(NC(=O)c2ccc(Cl)c(S(=O)(=O)N3CCCCC3)c2)c1	0.0	/	9	/	4
26	COc1ccc(Nc2nc(N)nc(CN3CCN(c4ccccn4)CC3)n2)cc1	-0.1	0.0	-4	-2	2
27	Cc1csc(NC(=O)CSc2nnc(NC(=O)C3CC(=O)N(c4ccccc4)C3)s2)n1 (stereo not given)	0.1	-2.5	-1	-7	-4
28	CCN(CC)C(=O)Cn1cc(S(=O)(=O)CC(=O)Nc2cc(OC)ccc2OC)c2ccccc21	-0.4	0.8	-2	3	7
29	N#Cc1ccc(S(=O)(=O)N2CCc3[nH]c4ccc(F)cc4c3C2)cc1	-0.1	0.8	5	-4	12
30	COc1ccccc1N1CCN(C(=O)CCc2nnc3ccc(N4CCC(C)CC4)nn23)CC1	0.0	0.3	-27	-4	-2

no.	BCLXL inh	GRK2 aptamer HTS	MCL1-BIM inh	GLD-1 RNA inh
16	-5	2	0	1
17	-1	0	5	-9
18	5	1	2	2
19	-1	0	0	12
20	9	1	4	-1
21	6	0	9	3
22	4	4	1	-1
23	1	0	-2	7
24	-4	0	-10	-5
25	-4	0	-9	-3
26	-2	0	9	6
27	-3	2	0	-2
28	3	71*	4	1
29	1	0	8	2
30	6	0	5	9

# (list continues)
no.	structure	Efflux pump mplx	MEX-5 binding	VLA-4 inh	Fam108B inh	PME-1 primary
31	CC(C)C(=O)Nc1ccc(NC(=S)NC(=O)c2cc3ccccc3o2)cc1	0.4	-4.3	-2	-3	-3
32	CC(C)(C)S(=O)(=O)c1cnc(-c2ccc(Cl)cc2)nc1N	0.0	1.0	11	-4	3
33	COc1cccc(OC)c1NC(=O)CN1CCN(C)CC1	-0.2	-0.4	2	2	1
34	Cc1ccc(SCC(=O)NCCSC(C)(C)C)cc1	0.4	0.2	3	-4	2
35	COc1ccc(OC)c(-c2cc(C(=O)NCc3ccco3)no2)c1	0.3	1.0	-9	0	-2
36	O=C(COC(=O)c1c(F)cccc1Cl)NC(=O)Nc1ccc2c(c1)OCCO2	0.0	/	13	/	5
37	O=C(NC1CCCCCCC1)c1c(O)c2ccccc2[nH]c1=O	0.1	-2.3	6	1	2
38	Nc1cc(=O)[nH]c(SCC(=O)Nc2cc(S(=O)(=O)N3CCOCC3)ccc2Cl)n1	0.1	1.0	-4	6	6
39	O=C(CNC1CCCCC1)Nc1cc(S(=O)(=O)N2CCOCC2)ccc1Cl	0.2	5.0	2	2	10
40	Cc1ccc(NC(=O)N2CCOCC2)c(C)c1	0.1	-3.8	12	5	1
41	COc1ccccc1CNC(=O)CSc1nn2c(=O)c(C(C)(C)C)nnc2s1	0.1	3.0	-4	2	-4
42	O=c1c2cn[nH]c2[nH]c(=S)n1-c1ccccc1F	0.4	1.2	-6	4	4
43	COc1ccc(NC(=S)N(Cc2ccc(N(C)C)cc2)Cc2ccco2)cc1	0.4	-1.6	10	1	6
44	Cc1cc(/C=N/n2c(COc3ccccc3C)nc3ccccc3c2=O)c(O)c([N+](=O)[O-])c1	0.0	0.0	-6	12	-2
45	CCc1ccccc1-n1c(SCC(=O)N2CCCC2)nc2[nH]ncc2c1=O	0.1	1.2	-3	-3	-5

no.	BCLXL inh	GRK2 aptamer HTS	MCL1-BIM inh	GLD-1 RNA inh
31	0	3	6	-7
32	8	1	4	1
33	-1	1	8	4
34	10	1	6	-2
35	-4	0	-1	2
36	-4	0	-3	3
37	6	2	2	-1
38	0	3	1	-2
39	1	1	4	-5
40	1	0	2	-3
41	5	0	3	6
42	-1	5	-9	0
43	5	0	7	0
44	-1	1	8	6
45	3	2	5	2

# Structural class: the compounds so far with a tert-butyl group.
no.	structure	Efflux pump mplx	MEX-5 binding	VLA-4 inh	Fam108B inh	PME-1 primary
32	CC(C)(C)S(=O)(=O)c1cnc(-c2ccc(Cl)cc2)nc1N	0.0	1.0	11	-4	3
34	Cc1ccc(SCC(=O)NCCSC(C)(C)C)cc1	0.4	0.2	3	-4	2
41	COc1ccccc1CNC(=O)CSc1nn2c(=O)c(C(C)(C)C)nnc2s1	0.1	3.0	-4	2	-4

no.	BCLXL inh	GRK2 aptamer HTS	MCL1-BIM inh	GLD-1 RNA inh
32	8	1	4	1
34	10	1	6	-2
41	5	0	3	6

# Continuation.
no.	structure	Efflux pump mplx	MEX-5 binding	VLA-4 inh	Fam108B inh	PME-1 primary
46	COc1ccc2sc(-c3ccc(N(C)C)cc3)c(C#Cc3cncn3C)c2c1	0.2	/	4	/	/
47	CC(C)(C)C(=O)CN1C2=NCCCN2c2ccccc21	0.4	0.8	-6	3	-1
48	CCOC(=O)CSC(C)C(=O)Nc1nnc(C(C)C)s1 (stereo not given)	-0.1	1.6	10	1	2
49	O=C1C2CCCN2C(=O)N1CCCCN1CCN(CCO)CC1 (stereo not given)	0.4	1.7	-5	-1	2
50	CC(=O)/C(C(=N)N1CCN(C(c2ccccc2)c2ccccc2)CC1)=C(\C)O	0.1	-3.0	0	-4	-4
51	COC(=O)c1ccccc1NC(=S)N1CCN(c2ccccn2)CC1	0.0	-1.9	4	2	-7
52	COc1ccc2[nH]cc(S(=O)(=O)c3ccc(C)cc3)c2c1	0.1	2.4	-8	-1	1
53	CC(=O)/C(=C/c1ccccc1)C(=O)Nc1ccccc1C	0.0	3.0	30	4	-3
54	CN(CC(CC(=O)Nc1nncs1)c1ccccc1)S(=O)(=O)c1ccccc1 (stereo not given)	-0.2	-1.6	-4	-1	0
55	O=C(CN(CCc1ccccc1)C(=O)c1csnn1)NCc1ccc(F)cc1	-0.2	2.1	13	-1	-3
56	CC(C)(C)NC(=O)CN(C(=O)CNC(=O)c1cccs1)c1ccccc1F	0.0	1.6	13	0	-2
57	CCn1c(SCC(=O)N/N=C/C(C)=C/c2ccco2)nnc1-c1ccccc1	0.8*	-1.3	4	1	5
58	CCOc1ccc(N=CC2=C(O)CC(C)(C)CC2=O)cc1	0.0	1.6	-2	-1	-3
59	C/C(=N\OCc1cccc(C(=O)O)c1)c1ccc(Cl)cc1	-0.2	-1.4	-10	-1	1
60	CCNS(=O)(=O)c1ccc(CCC(=O)NCc2ccccn2)cc1	-0.2	0.2	-24	0	-3
61	COCCNC(=O)CCCCCNS(=O)(=O)c1ccc(C)cc1	-0.1	0.0	-4	0	4

no.	BCLXL inh	GRK2 aptamer HTS	MCL1-BIM inh	GLD-1 RNA inh
46	/	4	/	0
47	-2	2	-8	-5
48	5	0	3	7
49	4	0	2	-1
50	17	0	18	1
51	-3	2	1	8
52	-2	0	5	7
53	2	0	1	5
54	1	1	-3	4
55	0	1	8	4
56	0	3	-6	5
57	5	2	9	4
58	9	5	1	1
59	5	4	-2	4
60	3	1	-3	1
61	5	3	3	1

# Source: PubChem BioAssay
